High-throughput results (PubChem BioAssay)
CRFBP-R2 block – blocks CRF-induced signaling of the CRF-BP/CRF-R2 complex; actives 0.59% (n = 350,000); inhibition, % at 11.8 µM; HEK293 CRF-R2/CRF-BP, CRF-induced calcium fluorescence;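 active means inhibition of the ligand-induced calcium signal above about 50% at the single tested concentration, limit read from the data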
CHRM5 PAM – positive allosteric modulators of human muscarinic M5 receptor | P08912 | CHO-K1 hM5, Fluo-8 calcium, ACh EC20 PAM; 0% = ACh EC20, 100% = ACh EC100 | activation, % at 3 µM | actives 0.3% (n = 360,000) | AID 624038;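 active means activation above the run cutoff, the mean activation of all test compounds plus 3 SD, cut at about 18% in these data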
Target sequence (P08912 whole entry, looked up): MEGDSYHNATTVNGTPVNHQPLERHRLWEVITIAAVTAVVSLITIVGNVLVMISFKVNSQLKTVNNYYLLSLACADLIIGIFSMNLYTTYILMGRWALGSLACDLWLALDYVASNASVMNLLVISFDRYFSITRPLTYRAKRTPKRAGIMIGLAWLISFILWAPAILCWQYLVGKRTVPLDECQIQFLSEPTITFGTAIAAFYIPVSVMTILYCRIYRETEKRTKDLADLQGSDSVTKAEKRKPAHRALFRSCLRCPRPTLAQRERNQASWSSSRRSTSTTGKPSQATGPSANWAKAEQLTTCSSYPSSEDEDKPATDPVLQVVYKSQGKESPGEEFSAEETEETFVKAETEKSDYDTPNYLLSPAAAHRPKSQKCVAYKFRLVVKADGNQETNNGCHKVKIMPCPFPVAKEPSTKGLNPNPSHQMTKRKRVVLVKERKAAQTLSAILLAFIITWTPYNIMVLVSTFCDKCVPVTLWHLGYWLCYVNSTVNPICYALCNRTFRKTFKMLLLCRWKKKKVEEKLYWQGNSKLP
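Assay system: CHO-K1 hM5 cells / Incubation: Fluo-8 loading 80 min at 37 °C plus 30 min room temperature / Technique: Fluo-8 calcium dye fluorescence, kinetic read / Repeats: single replicate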
M4 PAM – potentiates acetylcholine response at human M4 receptor; AID 624126; CHO-K1 hM4/Gqi5, Fluo-8 calcium fluorescence, ACh EC20; 0% = ACh EC20, 100% = maximal ACh; actives 0.4% (n = 360,000); activation, % at 3 µM;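 active means activation above its plate's cutoff, the mean activation of sample wells plus 3 SD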; further: some results filed as inactive read as strong as hits
Target sequence (P08173 whole entry, looked up): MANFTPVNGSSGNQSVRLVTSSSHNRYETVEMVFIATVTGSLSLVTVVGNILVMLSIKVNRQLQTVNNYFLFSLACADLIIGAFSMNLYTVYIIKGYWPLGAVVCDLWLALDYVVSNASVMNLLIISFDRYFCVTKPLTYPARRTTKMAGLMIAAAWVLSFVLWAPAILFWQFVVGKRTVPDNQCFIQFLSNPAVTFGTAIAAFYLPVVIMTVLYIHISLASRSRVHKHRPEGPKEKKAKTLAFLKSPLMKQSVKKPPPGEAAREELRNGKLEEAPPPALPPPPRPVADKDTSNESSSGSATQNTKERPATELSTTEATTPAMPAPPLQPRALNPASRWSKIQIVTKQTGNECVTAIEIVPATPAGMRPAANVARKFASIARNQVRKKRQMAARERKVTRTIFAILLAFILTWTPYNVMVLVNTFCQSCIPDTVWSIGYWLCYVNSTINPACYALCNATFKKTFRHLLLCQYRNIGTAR
CHRM5 antagonist – CHRM5 antagonism in calcium assay | CHO-hM5 cells, Fluo-8 calcium fluorescence, ACh EC80 | inhibition, % at 3 µM | actives 0.59% (n = 360,000) | AID 624040;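 active means inhibition above a per-plate cutoff, the mean of that plate's test compounds plus 3 SD, cut at about 27% in these data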;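 further: 0% = acetylcholine EC80 with DMSO and 100% = DMSO without agonist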
M1 PAM – potentiates human M1 receptor response to acetylcholine. P11229. CHO-K1 hM1, Fluo-8 calcium fluorescence, ACh EC20; 0% = ACh EC20, 100% = maximal ACh. activation, % at 3 µM. actives 0.088% (n = 360,000). AID 588819; in the data active means activation above about 19%, passing the limit was not always enough
CHRM5 agonist – CHRM5 agonism in calcium assay | activation, % at 3 µM | actives 0.19% (n = 360,000) | CHO-K1 hM5 cells, Fluo-8 calcium fluorescence; 0% DMSO wells, 100% maximal acetylcholine response;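 active means activation above the run's mean over test compounds plus 3 SD, cut at about 23% in these data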;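 further: signal is peak over basal fluorescence ratio across the kinetic read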
M4 antag – antagonists of human muscarinic M4 receptor (CHRM4). P08173. CHO-hM4 cells, ACh EC80, Fluo-8 calcium fluorescence. inhibition, % at 3 µM. actives 0.73% (n = 360,000);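 active means inhibition above its plate's cutoff, the mean inhibition of sample wells plus 3 SD, cut at about 27% in these data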;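 further: 0% = acetylcholine EC80 with DMSO and 100% = DMSO without agonist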
M4 ag – agonists of human muscarinic M4 receptor (CHRM4) | AID 624127 | CHO-K1 hM4/Gqi5, Fluo-8 calcium fluorescence; vehicle 0%, full acetylcholine response 100% | activation, % at 3 µM | actives 0.14% (n = 360,000) | P08173;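 active means activation above the run mean over all test wells plus 3 SD, cut at about 32% in these data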;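 further: peak over basal fluorescence ratio per well then scaled between controls; 0% = DMSO wells and 100% = acetylcholine at EC100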
CRFR2-BP ag – CRF-BP/CRF-R2 complex agonism; HEK293 CRF-R2/CRF-BP, calcium dye fluorescence (FLIPR); percent of saturating CRF peptide response; actives 0.46% (n = 350,000); activation, % at 13.2 µM;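 active means activation of at least 50%, plus an integration ratio under a set limit after plate pattern correction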;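 further: plate controls were neutral control wells without compound for no effect and CRF at EC100 for full effect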
* = called active by the depositor; · = no result given. No enrichment for hits. About 2.6% of those tested had a hit in this group.

CRFBP-R2 block	CHRM5 PAM	M4 PAM	CHRM5 antagonist	M1 PAM	CHRM5 agonist	M4 antag	M4 ag	CRFR2-BP ag	SMILES
14	-7	-4	17	1	-5	8	0	-1.7	COc1ccc(OC)c(CCNC(=O)c2ccc3c(c2)N(Cc2ccc(F)cc2)CCS3)c1
16	-7	3	7	-4	0	-6	4	-2.3	N#Cc1c(-c2ccccc2)nc(-c2cccnc2)[nH]c1=O
2	-2	-10	-6	-14	-3	7	2	-3.1	COc1ccc(/C=C\C(=O)CC(O)(c2ccccc2)C(F)(F)F)cc1 (configuration not stated)
-5	-1	0	-1	4	2	-7	1	-1.4	CCOC(=O)c1ccc(NC(=O)NC2=NCCS2)cc1
1	-7	-5	-14	3	-8	-23	0	-1.8	O=C(COc1ccccc1-c1ccccc1)NN=C1CCCC1
8	-1	-2	0	11	2	-3	0	-1.7	Cc1c(S(=O)(=O)N2CCN(C(c3ccccc3)c3ccccc3)CC2)c(=O)n(C)c(=O)n1C
11	4	1	-8	0	-2	1	3	-0.2	Cc1cccc(NC(=O)Cn2c(=O)oc3ccccc32)c1
18	2	4	4	25	-3	-1	1	-0.5	CCCNS(=O)(=O)c1ccc(OCC(=O)N2CCCC2)cc1
-15	17	-1	-12	19	7	3	1	-1.6	Cc1ccc(S(=O)(=O)N2C(=O)CCC2C(=O)O/N=C(\N)c2ccccc2)cc1 (configuration not stated)
-18	-6	9	4	12	-5	-5	0	0.3	Cc1sc(C(=O)NCc2cccnc2)c2nc(C)n(CC(=O)NCc3cccnc3)c(=O)c12
13	6	21	-9	6	2	-8	4	2.5	Cc1cc2c(c(N)n1)c(=O)oc1ccccc12
0	1	5	4	12	1	-9	2	0.8	O=C(c1cc(F)c(F)cc1Cl)N1CCN(c2ncccn2)CC1
-10	0	2	-1	3	-1	-4	1	-1.3	COc1ccc(C(CC(=O)NCCN2CCOCC2)NS(=O)(=O)c2ccc(C)cc2)cc1 (configuration not stated)
-1	-7	3	-8	-1	-8	-10	0	-3.2	Clc1ccc(Cl)c2sc(N3CCCC3)nc12
-10	1	7	-4	9	-4	-10	0	-1.0	CCOCCn1c(C(C)O)nc2ccccc21 (configuration not stated)
·	-6	1	-3	-1	2	5	0	·	COc1ccc2oc3c(ccc[n+]3C)c(=O)c2c1
7	-2	14	-2	7	-2	-10	0	0.0	COc1ccc(Cn2c(=O)[nH]c3cc(C(=O)NCCCN4CCCC4)ccc3c2=O)cc1
-5	-12	10	2	1	0	-2	0	-2.5	COc1ccc(CC(=O)OCC(=O)NC2CCCCC2)cc1
0	1	5	-4	9	-1	-1	-2	-2.2	COc1ccccc1NC(=S)NC(=O)C(C)C
-2	-3	-8	14	1	2	-6	13	-1.1	Cc1cccc(NC(=O)C2CCN(S(=O)(=O)c3cccc4nonc34)CC2)c1
2	0	-5	6	9	1	0	-1	-2.3	COc1ccc(C(C(=O)NC(C)(C)C)N(C(=O)CCC(=O)Nc2cc(C)on2)c2ccccc2F)cc1 (configuration not stated)
-3	13	8	-2	6	3	-8	0	-0.8	C/C=C/C1=CC(=O)C[C@H](c2ccc(F)cc2)C1
-4	1	4	-8	1	-8	-26	3	-3.3	Cc1onc(-c2ccccc2)c1C(=O)NCc1ccc(Cl)cc1
12	0	2	8	12	-5	-6	2	0.7	Cc1ccc(OCC(=O)N(Cc2ccccc2)c2ccccn2)cc1
1	-3	-5	7	3	-2	1	1	-2.8	CC(NC(=O)C(=O)N1CCCCC1)C(c1cccs1)N1CCN(c2ccccc2F)CC1 (configuration not stated)
13	-4	-2	-5	-9	-5	-1	-1	0.6	CCN=C1S/C(=C\c2cc(OCC)c(O)cc2Br)C(=O)N1CC
-9	-1	6	-3	5	0	-6	0	0.1	C[C@H](CO)N1C[C@H](C)[C@@H](CN(C)S(=O)(=O)c2ccc3ccccc3c2)OCc2cn(nn2)CCCC1=O
-192	-26	-18	41*	-31	94*	53*	305*	204*	COCCCNc1c2c3c(cccc3[nH]c1=O)C(=O)c1ccccc1-2
-5	-2	5	5	6	3	-6	3	-6.0	CN(C)S(=O)(=O)c1cccc(NC(=O)COC(=O)/C=C/c2ccco2)c1
-15	-1	-2	0	8	-2	-10	2	-1.0	Cc1ccc(S(=O)(=O)N2CCCCC2)cc1C(=O)Nc1ccccn1
9	-1	12	1	8	-1	4	0	-1.0	CCCNC(=O)N[C@@H](CCSC)C(=O)OC
-1	3	11	-2	10	-2	-1	0	-1.4	CN1CCN(C(c2cccnc2)c2ccc3cccnc3c2O)CC1 (configuration not stated)
9	-3	-5	8	0	-2	5	1	0.1	Cn1cnc(S(=O)(=O)NC2CCN(Cc3c(F)cccc3Cl)CC2)c1
0	5	-5	0	8	-3	5	0	-1.3	CCCCn1c(N)c(N(CC(C)C)C(=O)c2cc(-c3ccco3)nc3ccccc23)c(=O)[nH]c1=O
12	2	9	6	13	-2	-4	0	-1.2	CCN(CC(=O)Nc1ccc(OC)cc1)C(=O)c1ccc(NS(=O)(=O)c2ccc(C(C)=O)cc2)cc1
6	7	-2	-2	5	2	9	2	-2.1	O=C(CC(=O)N/N=C\c1ccc([N+](=O)[O-])cc1)NCCc1ccccc1
-8	-7	-1	8	-1	-2	4	10	-2.0	CC(C)(C)OC(=O)C[C@@H]1C/C=C\C[C@@H](CC(=O)N(CCO)Cc2ccccc2)C(=O)NC[C@@H](c2ccccc2)OC1=O
-4	3	-6	-2	1	-5	3	2	-1.1	O=C(CSc1ccc(F)cc1)Nc1ccccc1N1CCOCC1
-3	-2	0	-11	1	-1	-12	3	-1.8	O=C(NCc1ccccc1)C(c1ccccc1)N(C(=O)c1csnn1)C1CC1 (configuration not stated)
-3	-12	-9	8	-5	3	2	9	-0.2	COc1ccc(S(=O)(=O)N(CC(=O)Nc2cccnc2)c2ccccc2OC)cc1
28	5	-3	-3	4	-7	-8	1	14	CCOc1ccccc1NC(=O)NC1(C(=O)N2CCOCC2)CCCCC1
3	-3	-8	-2	0	-1	1	0	0.8	Brc1cccc(CNCC2CCCO2)c1 (configuration not stated)
-20	1	1	-9	1	-2	-3	1	3.0	CCOC(=O)c1cnn(-c2nc(-c3ccccc3)nc3c2COC(C)(C)C3)c1N
1	3	-2	8	-7	5	-1	5	-1.1	O=C(N/N=C/c1ccoc1)c1cc(Br)ccc1O
-16	2	3	-5	10	0	1	2	1.6	CCOC(=O)c1nnc(-c2ccccc2)nc1NCc1ccc(Cl)cc1
11	-2	-2	1	4	-1	-4	0	-2.2	CCn1c(SCC(=O)Nc2ccc(F)cc2)nc2ccccc2c1=O
-2	-8	-13	10	-1	-5	1	1	-0.5	Cc1cc([N+](=O)[O-])nn1CCCC(=O)Nc1cc(Cl)ccc1Cl
99*	0	1	8	5	0	13	0	0.2	CCCCON1C(=O)c2cccc3cccc(c23)C1=O
9	0	-9	-3	-2	-2	0	2	-0.6	CCS(=O)(=O)Nc1cccc(C2=NN(C(C)=O)C(c3cccs3)C2)c1 (configuration not stated)
-11	3	9	0	15	0	1	3	0.6	CCOc1ccc(CNS(=O)(=O)c2cc(-c3cc(C)no3)ccc2OC)cc1OC
-1	4	-4	15	-1	-1	0	0	1.6	COc1ccc(-c2cc(=O)c3cc(C)ccc3[nH]2)cc1
-7	-11	-8	11	4	-6	-7	8	-1.7	COc1ccc(NC(=O)C2=C(C)C(=O)OC23CCC(C)CC3)cc1Cl (configuration not stated)
-14	-7	-4	16	7	-7	0	0	2.0	CC(C)Oc1ccc(/C=N/NC(N)=S)cc1
-27	3	5	-6	10	-5	-8	-1	0.3	CCCOc1ccc2c3c(c(=O)oc2c1OCCC)CCC3
1	2	1	-10	5	-3	-17	0	1.5	CSCCC(=O)N1CCC(CCC(=O)NC2CC2)CC1
-9	1	17	-2	8	2	-8	0	4.9	O=C(NS(=O)(=O)c1ccc(NC(=O)C2CCCO2)cc1)c1ccccc1 (configuration not stated)

Whole records, quoted from the list.
Listed for COc1ccc(NC(=O)C2=C(C)C(=O)OC23CCC(C)CC3)cc1Cl (configuration not stated) → CRFBP-R2 block = -7; CHRM5 PAM = -11; M4 PAM = -8; CHRM5 antagonist = 11; M1 PAM = 4; CHRM5 agonist = -6; M4 antag = -7; M4 ag = 8; CRFR2-BP ag = -1.7
Listed for CSCCC(=O)N1CCC(CCC(=O)NC2CC2)CC1 → CRFBP-R2 block = 1; CHRM5 PAM = 2; M4 PAM = 1; CHRM5 antagonist = -10; M1 PAM = 5; CHRM5 agonist = -3; M4 antag = -17; M4 ag = 0; CRFR2-BP ag = 1.5

Other results.
CRFBP-R2 block	CHRM5 PAM	M4 PAM	CHRM5 antagonist	M1 PAM	CHRM5 agonist	M4 antag	M4 ag	CRFR2-BP ag	SMILES
-34	1	5	3	12	0	5	-1	1.8	CC1Cc2ccccc2N1C(=O)C1CCCN1S(=O)(=O)c1ccc(Cl)cc1 (configuration not stated)
-7	-2	-4	11	7	-2	-15	6	1.1	O=C(c1ccc2c(c1)OCCCO2)N1CCCCC1
-3	-10	-15	9	5	-2	-13	20	-1.8	CC1CCCC(C)N1C(=O)CSc1ccc(-c2ccc3c(c2)OCCO3)nn1 (configuration not stated)
-16	-12	-2	-2	2	-8	5	2	-0.9	O=C(c1nn(Cc2ccccc2)c(=O)c2ccccc12)N1CCN(c2ccccn2)CC1
0	-7	1	0	1	1	-6	4	-1.2	CCOC(=O)CCC(NC(=O)c1ccc(NCN2C(=O)CCC2=O)cc1)C(=O)OCC (configuration not stated)
3	-5	1	7	8	1	1	2	0.0	Cc1ccccc1-c1nnc(SCC(=O)NCC2CCCO2)o1 (configuration not stated)
-24	0	7	-3	4	-2	-12	1	-0.2	COc1cccc(-n2c(Cn3nc(C(F)(F)F)cc3C)n[nH]c2=S)c1
31	-10	-4	9	-3	-5	3	0	-0.9	CC1(C)C(C=C(Cl)Cl)C1C(=O)N(Cc1ccc(Cl)cc1)C1CCS(=O)(=O)C1 (configuration not stated)
·	-3	5	-9	5	1	-8	5	·	COc1c(C)cc(C(O)c2ncc(-c3ccccc3Cl)[nH]2)cc1C (configuration not stated)
0	-10	-11	3	-11	0	0	8	1.4	O=C1N=C(N2CCN(c3ccccc3)CC2)S/C1=C\c1cn[nH]c1-c1ccccc1
9	-8	7	4	2	3	-17	7	0.7	CC(C)N(C(=O)N1CCC(c2nc(-c3ccncc3)no2)CC1)C(C)C
-11	12	0	-8	0	5	6	1	3.6	COc1ccc(C(=O)c2nccc3cc(OC)c(OC)cc23)cc1OC
-7	2	-4	5	4	-4	-9	4	-0.9	CCCCNS(=O)(=O)c1ccc(NC(=O)c2cccs2)cc1
9	-3	4	-9	-1	1	-10	13	-2.0	CCN(C[C@H]1N[C@@](CC)(C(=O)OC)[C@H]2C(=O)N(Cc3ccccc3)C(=O)[C@@H]12)S(=O)(=O)c1ccc(OC)cc1
4	6	4	-2	6	1	12	2	-2.2	Cc1ccc(-n2ncc3c(=O)n(CC#N)cnc32)cc1C
-1	-1	0	-2	3	0	3	2	-0.6	COc1ccc(CCN=C(N)NS(=O)(=O)c2cccs2)cc1
·	2	2	0	9	2	1	1	·	CC(C)c1ccc(CC(=O)N2CCC2(C)C(=O)NS(=O)(=O)c2cccc(C#N)c2)cc1 (configuration not stated)
-3	-2	0	7	-2	4	5	1	-0.6	CC1(C)OC(C(=O)NC2CCCCC2)C(C(=O)NC2CCCCC2)O1 (configuration not stated)
-25	-12	-20	15	-9	-1	-5	8	-0.4	CC1Cc2ccccc2N1C(=O)c1ccc(N2CCCCC2)c([N+](=O)[O-])c1 (configuration not stated)
